Bioassay records: PubChem BioAssay, several laboratories
D1 allo mod: allosterically modulates the human D1 dopamine receptor; P21728; HEK293 D1, CRE-luciferase, dopamine EC30 potentiation; actives deviate in either direction; B-score at 10 µM; 58,000 tested, 5.9% active;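 active = luminescence count or its row- and column-corrected plate score outside the 99.7% band of the plate's sample wells, on either side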
S1P3 ag: agonists of human S1P3 receptor; Q99500; S1P3 NFAT-BLA reporter cells, agonism, FRET ratio; relative to 1 µM S1P, basal subtracted; activation, % at 4.5 µM; 60,000 tested, 0.1% active; AID 373;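 active = activation above the screen-wide mean plus 3 SD, cut at about 4.5% in these data, passing the limit was not always enough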; also: some compounds called inactive have numbers as strong as hits
Target sequence (Q99500 whole entry, looked up): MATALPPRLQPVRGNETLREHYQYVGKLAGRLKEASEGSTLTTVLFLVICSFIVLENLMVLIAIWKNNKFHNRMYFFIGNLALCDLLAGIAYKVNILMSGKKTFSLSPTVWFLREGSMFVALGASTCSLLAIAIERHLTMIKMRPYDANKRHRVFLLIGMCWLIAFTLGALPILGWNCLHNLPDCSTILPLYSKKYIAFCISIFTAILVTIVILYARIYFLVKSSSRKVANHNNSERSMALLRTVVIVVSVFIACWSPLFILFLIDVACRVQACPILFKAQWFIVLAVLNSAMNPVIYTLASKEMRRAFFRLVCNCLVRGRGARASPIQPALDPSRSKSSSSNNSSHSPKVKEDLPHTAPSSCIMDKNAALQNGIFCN
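Measure – % activation relative to 1 µM S1P (100%), per plate · System – stable CHO line with human S1P3, Gα16, NFAT-BLA reporter · Timing – cells plated overnight, compound 4 h 37 °C, substrate 2 h RT · Technique – fluorescent BLA substrate, ex 405 nm, em 460/535 nm ratio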
TNAP act DEA: human TNAP activation, intermediate phosphate acceptor. P05186. purified TNAP, CDP-star luminescence, 100 mM DEA, 30 min; stronger effect = higher value; scale: 0 levamisole-inhibited, 1 vehicle-only enzyme. activation factor at 20 µM. 64,000 tested, under 10 active. AID 813;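 active = activation factor of at least 2 at 20 µM, relative to controls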
M1 ag: agonists of M1 muscarinic receptor | CHO-M1 cells, Fluo-4 calcium fluorescence, agonist mode; stronger effect = higher value | B-score at 10 µM | 64,000 tested, 3% active | AID 626;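 active = fluorescence rise, raw or as B-score row- and column-corrected plate score, outside the 99.7% band of its plate's samples, either direction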
HEK293 NFkB inh: inhibitors of the PMA/ionomycin-induced NF-kB reporter in HEK293 cells; HEK-293 NF-kB luciferase reporter, luminescence; inhibition, % at 3 µM; 62,000 tested, 0.21% active; AID 465;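 active = inhibition above the mean of all tested compounds plus 3 SD, cut at about 40% in these data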;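 also: 0% = stimulated DMSO wells and 100% = 10 µM reference inhibitor 5653914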
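Material: HEK-293 cells with stable firefly luciferase reporter driven by four HIV NF-kB elements / Also added: PMA plus ionomycin mix as NF-kB-activating stimulus / Compound dosing: 3 µM once, 0.30% DMSO / Times: 1 h pretreatment, 16 h stimulation, 37 °C / Signal: luminescence / Evaluation: per-plate % inhibition versus controls / Benchmarks: DMSO and 10 µM reference inhibitor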
M1 antagonist: M1 muscarinic receptor (rat) antagonism; P08482; CHO-M1 cells, Fluo-4 calcium, ACh EC80 antagonist mode; stronger effect = lower value; B-score at 10 µM; 64,000 tested, 3.4% active; AID 628;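 active = calcium fluorescence response, raw or row-and-column corrected B-score, differing from the plate sample mean either way at a set confidence level, mostly lower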
Target sequence (P08482 whole entry, looked up): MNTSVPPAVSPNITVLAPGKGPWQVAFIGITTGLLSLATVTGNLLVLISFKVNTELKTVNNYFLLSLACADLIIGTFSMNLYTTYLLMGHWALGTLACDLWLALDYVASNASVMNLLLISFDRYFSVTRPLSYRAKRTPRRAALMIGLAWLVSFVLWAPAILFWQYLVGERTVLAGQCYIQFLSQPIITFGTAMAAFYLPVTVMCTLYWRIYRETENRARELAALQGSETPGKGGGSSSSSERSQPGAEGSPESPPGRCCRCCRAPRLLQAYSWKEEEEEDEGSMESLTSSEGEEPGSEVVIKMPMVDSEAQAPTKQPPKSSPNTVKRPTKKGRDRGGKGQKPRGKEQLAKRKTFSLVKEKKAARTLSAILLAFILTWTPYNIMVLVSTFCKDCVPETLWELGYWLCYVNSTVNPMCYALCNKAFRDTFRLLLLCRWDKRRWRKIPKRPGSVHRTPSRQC
S1P1 ag-PAM: activates or potentiates agonism at human S1P1 receptor. P21453. S1P1 CRE-bla cells, forskolin, beta-lactamase FRET, potentiator mode; S1P1 agonist co-added at EC20, 2 nM; 100% = saturating reference agonist, 0% = basal. activation, % at 9.5 µM. 56,000 tested, 0.57% active;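 active = activation above a cutoff set at the mean activation of all tested compounds plus 3 SD, cut at about 54% in these data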;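 also: forskolin at 4 µM as EC80 and the EC20 agonist is SEW2871; 100% = SEW2871 at its EC100 plus forskolin at EC80; some compounds past the cut are filed as inactive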
Jurkat viability: reduces viability or proliferation of Jurkat cells; Jurkat E6.1 viability, ATP luminescence, 48 h; inhibition, % at 4 µM; 56,000 tested, 1.2% active;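 active = inhibition above the mean inhibition of all tested compounds plus 3 SD, cut at about 28% in these data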
Ec RNAP inh: Escherichia coli RNA polymerase inhibition; P0A8V2; E. coli RNA polymerase, fluorescence transcription assay; inhibition, %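 (tested at 10 µM)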; 62,000 tested, 0.2% active; AID 559; in the data active = inhibition above about 20%;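 also: 0% = enzyme without compound and 100% = no enzyme blank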
The depositor's hits bear a star; / = no result given.

Each structure is followed by: TNAP act DEA | HEK293 NFkB inh | M1 ag | M1 antagonist | D1 allo mod | S1P1 ag-PAM | Ec RNAP inh | S1P3 ag | Jurkat viability
- COc1ccc(-c2nn3c(-c4ccco4)nnc3s2)cc1OC
 : 1 | 11.2 | 1.03 | 0.0203 | 15.7* | -43.0 | -0.1 | -0.8 | 1.2
- CN(C)c1ccnc2sc(C(=O)NCc3ccccc3)c(N)c12
 : 0.9 | 10.7 | -0.143 | 0.138 | -0.925 | -19.8 | 9.9 | -0.3 | 2.0
- CCOC(=O)Cc1csc(NC(=O)CS(=O)(=O)Cc2ccccc2)n1
 : 1 | 7.8 | -0.62 | 0.704 | 0.268 | -4.9 | 6.6 | -1.1 | -3.4
- CN(C)c1ccc(-c2ccccc2)nn1
 : 0.9 | -6.3 | -0.311 | -0.63 | / | / | 6.0 | / | /
- CCS(=O)(=O)NCCc1cc2c(OC)ccc(OC)c2[nH]c1=O
 : 0.9 | 6.2 | -0.131 | -0.333 | -0.0713 | -11.3 | 7.7 | 0.3 | -3.5
- O=C(COC(=O)Cc1ccsc1)NC1CCCCCC1
 : 0.8 | 1.6 | -0.0128 | 0.242 | -0.000357 | -13.3 | 4.6 | 0.3 | -6.7
- O=C(Oc1c(Cl)cc(Cl)c2cccnc12)N1CCOCC1
 : 0.9 | 13.5 | / | / | / | -22.5 | 6.7 | -0.7 | 9.0
- O=C(NCCO)c1cc2ccccc2c(=O)s1
 : 0.9 | 3.3 | -0.203 | -0.00474 | -0.0364 | -22.6 | 2.5 | -0.6 | -5.9
- COc1cccc(-c2nc(CS(=O)(=O)CC(=O)N3CCN(C)CC3)c(C)o2)c1
 : 1 | 3.7 | -0.935 | -0.757 | 0.00364 | -5.5 | 8.7 | -1.0 | 5.0
- CCOc1ccc2c(C)c(C(=O)O)oc2c1OCC
 : 0.9 | 20.8 | -0.146 | -0.136 | -0.145 | 11.3 | 0.1 | -1.2 | 0.6
- CCOC(=O)N1CCC(NS(=O)(=O)c2ccc3c(c2)OCC(=O)N3)CC1
 : 0.9 | 22.3 | 0.584 | 0.569 | 1.22 | 6.2 | -1.3 | -1.1 | 2.0
- Cc1nc(Nc2nc(=O)c3ccccc3n2C)nc2c(C)cccc12
 : 0.9 | -4.6 | 1.65 | 0.625 | -1.46 | -25.9 | -7.4 | -0.3 | -2.5
- O=C(CSc1nnnn1-c1ccc2c(c1)OCO2)NCc1ccccc1
 : 1 | 15.9 | 0.339 | -0.0387 | -0.461 | 7.7 | 6.5 | -0.6 | 58.4*
- CNC(=O)CN(C1CCCCC1)S(=O)(=O)c1ccc(OC)c(Cl)c1
 : 1 | 12.5 | -1.66 | 0.0278 | 0.941 | / | -2.4 | -0.6 | 0.3
- Cc1cc(C)n2nc(S(=O)(=O)N(C)c3ccccc3)nc2n1
 : 0.8 | 12.6 | 0.0658 | -0.058 | -0.235 | -9.6 | 6.8 | 0.2 | -7.3
- CCC(C(=O)NC(C)CCc1ccccc1)n1nc(C)n2c(cc3occc32)c1=O (configuration not stated)
 : 0.9 | 18.5 | 0.551 | -0.053 | 0.0308 | 23.1 | 3.5 | -0.3 | -1.9
- COCCn1c(C)cc(C(=O)CSc2nnc3ccccn23)c1C
 : 0.9 | -8.5 | -0.0217 | 0.123 | -7.25* | -15.6 | 3.2 | -0.4 | 1.5
- COc1ccc(N(C)C(=O)Nc2ccc3c(c2)nnn3C)cc1
 : 1.1 | -2.1 | 0.0268 | -1.53 | 0.0246 | 16.1 | -1.1 | -0.8 | 10.3
- CC1CCc2c(sc3ncnc(N4CCOCC4)c23)C1 (configuration not stated)
 : 1 | / | -1.26 | -0.431 | 17.4* | / | 9.2 | / | /
- Cc1onc(-c2c(F)cccc2Cl)c1C(=O)Nc1c(C)n(C)n(-c2ccccc2)c1=O
 : 1 | 18.9 | 0.344 | 0.959 | 1.01 | -5.5 | 6.0 | -1.2 | 6.5
- COc1cc2c(cc1OC)C(C(=O)NCc1ccco1)C(c1cccs1)N(C)C2=O (configuration not stated)
 : 1 | 28.5 | -0.00458 | 1.48 | 0.0276 | -6.1 | -1.8 | -0.5 | 2.4
- O=C(NC1CCCCCC1)c1cccs1
 : 0.9 | 1.7 | -0.54 | 0.0589 | 0.579 | -2.2 | 5.1 | -1.4 | -1.3
- O=C1CSC(=Nc2ccccc2Cl)N1
 : 0.9 | 13.2 | 0.274 | 0.014 | 0.101 | -8.7 | 8.1 | -1.4 | 4.7
- CCCOc1cc(CC(=O)NCc2ccco2)ccc1OC
 : 1 | -0.3 | -0.159 | 1.39 | -0.016 | 9.4 | 10.9 | -0.8 | 6.9
- CN(C)c1ccc(C2OC(=O)C3(CCCC3)C(=O)C2(C)C)cc1 (configuration not stated)
 : 0.9 | 3.9 | 0.374 | -0.146 | -0.113 | 3.7 | 3.1 | 0.0 | -3.1
- CCOc1ccc2nc(NC3=NCN(CC4CCCO4)CN3)nc(C)c2c1 (configuration not stated)
 : / | 2.7 | -0.423 | 0 | -0.25 | -8.0 | / | -1.1 | -0.6
- CCC(=O)c1ccc(OCC(=O)N2CCc3cc(OC)c(OC)cc3C2)cc1
 : 1 | 10.1 | -0.324 | 0.0632 | 2.15 | -9.4 | 5.4 | -0.8 | -6.2
- CCOC(=O)c1c(-c2ccccc2)c(C(C)=O)c(=O)n(C)c1C
 : 1 | 8.5 | 0.43 | 0.497 | / | -9.1 | 8.2 | -0.1 | -4.1
- O=C(c1ccc(Br)o1)N1CCN(c2ccc3nnc(-c4ccccc4)n3n2)CC1
 : 0.9 | 6.0 | 0.908 | -6.41* | 2.26 | -21.7 | 4.9 | -0.3 | 20.6
- O=C(COc1ccc(N2CC(C(=O)O)CC2=O)cc1)Nc1cccc(C(F)(F)F)c1 (configuration not stated)
 : 0.9 | 7.6 | -0.294 | 0.424 | 0.255 | -17.0 | 4.1 | 0.5 | 3.3
- CCOc1ccc(C(=O)Nc2cccc(-c3nc4cccnc4o3)c2)cc1Cl
 : 0.9 | 16.5 | / | / | / | -5.5 | 5.0 | -0.3 | 6.2
- CCCn1c(SCC(=O)NC(=O)Nc2ccc(C)cc2C)n[nH]c1=O
 : 0.9 | 14.2 | -0.044 | 0.412 | -0.36 | -18.8 | 9.7 | -1.0 | -5.1
- COCCCNC(=O)CCCn1c(=O)[nH]c2ccccc2c1=O
 : 0.9 | 11.1 | 1.96* | 0.225 | 0.125 | -11.2 | 4.1 | 0.1 | -0.6
- Cc1nnc(N2C(=O)c3oc4ccccc4c(=O)c3C2c2ccco2)s1 (configuration not stated)
 : 0.9 | 3.3 | 3.03* | -0.255 | -0.79 | -1.8 | 9.0 | -0.7 | 1.0
- CCN(CC)S(=O)(=O)c1ccc2oc(C(=O)NCC3COc4ccccc4O3)c(C)c2c1 (configuration not stated)
 : 1 | 23.9 | 0.1 | -0.497 | / | / | -8.7 | / | /
- CCCCC1CCC(C(=O)NC2CCS(=O)(=O)C2)CC1 (configuration not stated)
 : 1 | 20.3 | -0.00531 | -0.0691 | / | -9.0 | -4.5 | -1.1 | 7.9
- CCOc1cc2[nH]c(=S)n(CCCCC(=O)NCc3ccco3)c(=O)c2cc1OCC
 : 0.9 | 8.1 | -0.322 | 0.355 | 0.148 | / | 14.8 | / | /
- O=C(CCN1CCOCC1)Nc1cccc(Br)c1
 : 0.9 | 0.2 | 0.0823 | -0.00106 | 0.109 | 11.2 | -0.6 | -1.7 | 1.3
- CCC(C)(C)NC(=O)C(c1ccncc1)N(Cc1cccs1)C(=O)Cn1nnc2ccccc21 (configuration not stated)
 : 1 | -0.6 | 1.63 | 0.000111 | 0.346 | 0.7 | 2.3 | 0.0 | -4.8
- Cc1cc(CCC(=O)O)c(C)cc1CCC(=O)O
 : 0.8 | / | 0.0337 | -0.252 | / | -3.8 | 13.1 | -0.8 | /

Nothing new here: entries from further up.
Each structure is followed by: TNAP act DEA | HEK293 NFkB inh | M1 ag | M1 antagonist | D1 allo mod | S1P1 ag-PAM | Ec RNAP inh | S1P3 ag | Jurkat viability
- O=C(c1ccc(Br)o1)N1CCN(c2ccc3nnc(-c4ccccc4)n3n2)CC1
 : 0.9 | 6.0 | 0.908 | -6.41* | 2.26 | -21.7 | 4.9 | -0.3 | 20.6
- O=C(COc1ccc(N2CC(C(=O)O)CC2=O)cc1)Nc1cccc(C(F)(F)F)c1 (configuration not stated)
 : 0.9 | 7.6 | -0.294 | 0.424 | 0.255 | -17.0 | 4.1 | 0.5 | 3.3
- CCOc1ccc(C(=O)Nc2cccc(-c3nc4cccnc4o3)c2)cc1Cl
 : 0.9 | 16.5 | / | / | / | -5.5 | 5.0 | -0.3 | 6.2
- CCCn1c(SCC(=O)NC(=O)Nc2ccc(C)cc2C)n[nH]c1=O
 : 0.9 | 14.2 | -0.044 | 0.412 | -0.36 | -18.8 | 9.7 | -1.0 | -5.1
- COCCCNC(=O)CCCn1c(=O)[nH]c2ccccc2c1=O
 : 0.9 | 11.1 | 1.96* | 0.225 | 0.125 | -11.2 | 4.1 | 0.1 | -0.6
- Cc1nnc(N2C(=O)c3oc4ccccc4c(=O)c3C2c2ccco2)s1 (configuration not stated)
 : 0.9 | 3.3 | 3.03* | -0.255 | -0.79 | -1.8 | 9.0 | -0.7 | 1.0
- CCN(CC)S(=O)(=O)c1ccc2oc(C(=O)NCC3COc4ccccc4O3)c(C)c2c1 (configuration not stated)
 : 1 | 23.9 | 0.1 | -0.497 | / | / | -8.7 | / | /
- CCCCC1CCC(C(=O)NC2CCS(=O)(=O)C2)CC1 (configuration not stated)
 : 1 | 20.3 | -0.00531 | -0.0691 | / | -9.0 | -4.5 | -1.1 | 7.9
- CCOc1cc2[nH]c(=S)n(CCCCC(=O)NCc3ccco3)c(=O)c2cc1OCC
 : 0.9 | 8.1 | -0.322 | 0.355 | 0.148 | / | 14.8 | / | /

(cont.)
Each structure is followed by: TNAP act DEA | HEK293 NFkB inh | M1 ag | M1 antagonist | D1 allo mod | S1P1 ag-PAM | Ec RNAP inh | S1P3 ag | Jurkat viability
- CCOc1cccc2c1OC1(C)CC2NC(=O)N1c1cccc(F)c1 (configuration not stated)
 : 1 | 5.8 | 1.06 | 0.000216 | -1.57 | -0.8 | 12.2 | -0.1 | -1.1
- CCC(C)NC(=O)C1CCN(c2nc(C)cc(C)n2)CC1 (configuration not stated)
 : 1 | 15.9 | -0.396 | 0.0194 | -0.0303 | -4.8 | 1.1 | 0.0 | -5.7
- CCN(CC)CCCn1c(C)cc2c(c1=O)C(c1cccc(Cl)c1)C(C#N)=C(N)O2 (configuration not stated)
 : 0.9 | / | -0.552 | -4.91* | -1.6 | 9.2 | 12.2 | -1.8 | /
- COc1nc(N(C)C)nc(N(OC)S(=O)(=O)c2ccccc2Cl)n1
 : 0.9 | 18.7 | -0.07 | 2 | 1.14 | -27.8 | 4.6 | -0.7 | 4.3
- C=C(C)Cn1c(N2CC(C)CC(C)C2)nc2c1c(=O)[nH]c(=O)n2C (configuration not stated)
 : 0.9 | 16.7 | 1.17 | 0.359 | 6.96* | -14.7 | 8.4 | -1.0 | 2.2
- O=C1CC(c2ccccc2)n2ncnc2N1 (configuration not stated)
 : 0.9 | 13.4 | -0.575 | -0.377 | 0.394 | -6.4 | 5.9 | -0.6 | -2.3
